# INS promoter inh: inhibitors of insulin promoter-driven GFP, primary screen, imaging, TRM-6 cells (human fetal islet line), eGFP reporter, cell count | reporter expression induced with tamoxifen | inhibition, % at 2 µM | 0.9% of 130,000 active;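 active = inhibition above the mean plus 3 SD, with well images judged a real hit on visual review, cut at about 60% in these data, passing the limit was not always enough; inconclusive = inhibition over the cutoff but images rejected on review; inactive = inhibition not above the cutoff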
# sdo1 growth: growth rescue of sdo1-depleted yeast, primary screen, S. cerevisiae, bone marrow failure model | S. cerevisiae sdo1-depleted JHY4D growth rescue, OD600 30 h; hits give high values; pdr5 snq2 efflux-pump mutant strain | 0.21% of 140,000 active | z-score at 10 µM | AID 817, 2007;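 active = z-score above 3 at both the 24 hr and the 30 hr optical density reads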;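 note: z-score against mean and SD of all compound wells on the same plate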
# sdo1 growth Rescue 24 h: also measured in sdo1 growth; calls as there; z-score; S. cerevisiae sdo1-depleted JHY4D growth rescue, OD600; measured here: growth rescue at 24 h;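 0 is the plate mean of compound wells and units are plate SD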
# Starred values were filed as active, the others as inactive; ? = inconclusive; / = no result given; [ ] = remark or other dose.
SMILES,INS promoter inh,sdo1 growth,sdo1 growth Rescue 24 h
COCCn1c(SCc2cc(C(C)=O)ccc2OC)nc2cc(Cl)ccc2c1=O,17,-1.1,-0.11
CC(=O)N1CCc2cc(S(=O)(=O)N3CCc4ccccc4C3)ccc21,10,-1.2,-1.6
COc1ccc(-n2cnnc2SCC(=O)Nc2cccc(S(=O)(=O)N3CCCCC3)c2)cc1,-233,0.02,-0.05
CCOC(=O)/C(=C\Nc1ccccc1C(F)(F)F)Sc1ncc(C(F)(F)F)cc1Cl,/,-1.3,-1.1
CCN1CCN(CCCNC(=O)c2ccc3c(c2)NC(=O)c2ccccc2S3)CC1,/,0.73,0.64
CSCCC(C(=O)Nc1ccc2c(c1)OCO2)N1C(=O)c2ccccc2C1=O (stereo not given),49,0.81,0.96
COc1ccc(OC2OC3COC(C)(C)OC3C(O)C2NC(C)=O)cc1 (stereo not given),33,-0.01,-0.44
O=C(c1cc2c(s1)CCCC2)n1cccn1,-291,-1.2,-0.49
CCOC(=O)c1c(C)[nH]c(C(=O)CN2C(=O)NC(C)(c3ccc(C)cc3)C2=O)c1C (stereo not given),/,1,1.9
CCOC(=O)C1=C(CNCc2ccc(C)cc2)NC(=O)NC1c1ccc(OC)cc1 (stereo not given),-20,0.22,0.17
CC(C)N=C(NC#N)SCC(=O)NC(C)(C)C,/,0.62,0.4
O=C1C=C(NCCN2CCOCC2)CC(c2ccccc2)C1 (stereo not given),8,0.55,-0.51
CCOc1ccc(NC(=S)C(C#N)=C2N(C)c3ccccc3N2C)cc1,25,/,/
COc1cccc(C(=O)N2CCN(Cc3ccccc3C(F)(F)F)CC2)c1,/,-0.49,0.73
CCSc1nnc(NC(=O)Cc2ccc(OC)cc2)s1,0,-0.12,-0.02
COC(=O)c1c(NC(=O)C2CCCCC2C(=O)O)sc2c1CCCCC2 (stereo not given),39,/,/
O=C(CCCCCn1c(=S)[nH]c2ccc(N3CCOCC3)cc2c1=O)NCCc1ccccc1,/,0.22,1.7
Cc1ncc(CSc2nnnn2-c2ccccc2)c(N)n1,-219,1.1,1.4
COc1ccc(C(=O)N2CCC(O)(c3ccc(F)cc3)CC2)cc1OC,/,1.1,1.2
COc1cc(-n2ccnc2SC)c(Cl)cc1Cl,21,1,-0.5
Cc1cc(NCCCN2CCOCC2)n2nc(C)c(-c3ccccc3)c2n1,27,-0.37,-0.06
COC(=O)c1ccccc1NC(=O)NCC1CCCO1 (stereo not given),57,1.2,1.2
O=C(c1ccccc1)N1CCCCC(S(=O)(=O)c2ccccc2)C1=O (stereo not given),/,-0.87,-0.54
CC(=O)C1=C(C)NC(=O)CC1c1ccccc1Cl (stereo not given),44,/,/
NC(=O)Nc1ccc(C(=O)OCC(=O)NC2CCCCC2)cc1,-14,/,/
Clc1ccc(Sc2cc(Cl)c(-c3ccccc3)nn2)cc1,-22,-1.9,-0.76
Cc1nc2ccccc2n1CC(O)Cn1c(C(F)(F)F)nc2ccccc21 (stereo not given),-25,1.2,0.82
CCCC(CCC(=O)Nc1ccc(C(=O)OC)cc1)C(=O)O (stereo not given),53,1.4,1.2
CCNc1nc(NC(C)C)nc(Oc2ccc(/C=N/O)cc2)n1,30,0.44,0.22
C/C(=N\NC(=O)C1(C)CC1(Br)Br)c1ccc(NC(=O)C2CCC2)cc1 (stereo not given),-25,-1.4,-1.6
COc1ccccc1NC(=O)c1ccc(NC(=O)COC(=O)C2(C)CC2(Cl)Cl)cc1 (stereo not given),29,-0.66,-0.98
O=C(/C=C/c1ccc2c(c1)OCO2)Nc1nc2ccccc2s1,/,-0.85,-0.14
O=C1C2C3C=CC(C3)C2C(=O)N1c1ccc2c(c1)OCO2 (stereo not given),/,-0.19,-1.1
CCOCCn1c(CN(Cc2ccccc2)Cc2ccccc2)nc2c1c(=O)[nH]c(=O)n2C,18,-0.77,-0.36
O=C(c1ccc(SCc2cccc(Br)c2)c([N+](=O)[O-])c1)N1CCN(c2ccccn2)CC1,-92,/,/
O=C(CSCc1ccco1)c1cccs1,9,0.48,-0.42
COc1cccc(Nc2ncc(C(=O)O)c3ccccc23)c1,/,0.76,0.95
CCOC(=O)C(Cc1ccccc1)NC(C)=O (stereo not given),-387,0.45,0.14
Cc1ccc(S(=O)(=O)NCCSC(C)(C)C)cc1,-17,0.31,0.04
Cc1ccc(N(C(=O)C(F)(F)F)C(C(=O)NC2CCCCC2)c2cccs2)cc1 (stereo not given),-4,-0.63,0.02

# Shown with two lines to a compound: entries from further up
# Screens in order – INS promoter inh	sdo1 growth	sdo1 growth Rescue 24 h
- NC(=O)Nc1ccc(C(=O)OCC(=O)NC2CCCCC2)cc1
→ -14	/	/
- Clc1ccc(Sc2cc(Cl)c(-c3ccccc3)nn2)cc1
→ -22	-1.9	-0.76
- Cc1nc2ccccc2n1CC(O)Cn1c(C(F)(F)F)nc2ccccc21 (stereo not given)
→ -25	1.2	0.82
- CCCC(CCC(=O)Nc1ccc(C(=O)OC)cc1)C(=O)O (stereo not given)
→ 53	1.4	1.2
- CCNc1nc(NC(C)C)nc(Oc2ccc(/C=N/O)cc2)n1
→ 30	0.44	0.22
- C/C(=N\NC(=O)C1(C)CC1(Br)Br)c1ccc(NC(=O)C2CCC2)cc1 (stereo not given)
→ -25	-1.4	-1.6
- COc1ccccc1NC(=O)c1ccc(NC(=O)COC(=O)C2(C)CC2(Cl)Cl)cc1 (stereo not given)
→ 29	-0.66	-0.98
- O=C(/C=C/c1ccc2c(c1)OCO2)Nc1nc2ccccc2s1
→ /	-0.85	-0.14
- O=C1C2C3C=CC(C3)C2C(=O)N1c1ccc2c(c1)OCO2 (stereo not given)
→ /	-0.19	-1.1
- CCOCCn1c(CN(Cc2ccccc2)Cc2ccccc2)nc2c1c(=O)[nH]c(=O)n2C
→ 18	-0.77	-0.36
- O=C(c1ccc(SCc2cccc(Br)c2)c([N+](=O)[O-])c1)N1CCN(c2ccccn2)CC1
→ -92	/	/
- O=C(CSCc1ccco1)c1cccs1
→ 9	0.48	-0.42
- COc1cccc(Nc2ncc(C(=O)O)c3ccccc23)c1
→ /	0.76	0.95
- CCOC(=O)C(Cc1ccccc1)NC(C)=O (stereo not given)
→ -387	0.45	0.14
- Cc1ccc(S(=O)(=O)NCCSC(C)(C)C)cc1
→ -17	0.31	0.04
- Cc1ccc(N(C(=O)C(F)(F)F)C(C(=O)NC2CCCCC2)c2cccs2)cc1 (stereo not given)
→ -4	-0.63	0.02

# More compounds
SMILES,INS promoter inh,sdo1 growth,sdo1 growth Rescue 24 h
CC(C)n1cc(NC(=O)c2cc(-c3ccccc3)on2)cn1,12,-0.53,-0.31
CCCCCN1CC(O)=C(c2ccccc2)C1=N,10,0.36,0.15
CCCCNC(=O)CNC(=O)c1cccs1,-43,0.32,-0.41
Cc1ccc(NC(=S)N(CCCN2CCOCC2)Cc2ccco2)cc1Cl,20,1.3,1.2
Cc1ccc2[nH]c(=O)c(CN(Cc3cccs3)S(=O)(=O)c3ccc4c(c3)OCCO4)cc2c1,/,-0.68,0.08
COC(=O)c1cc2ccsc2n1CC(=O)Nc1cc(Cl)ccc1OC,0,-0.85,-0.11
CCCCN(C)CCNC(=O)Cn1ncc2c(=O)oc3ccc(C)cc3c21,/,0.1,-0.51
CCC(=O)n1nc(-c2ccco2)nc1N,-57,0.38,-0.29
O=C(CNC(=O)C1CCCCC1)OCC(=O)c1ccc(Cl)s1,-83,/,/
Cc1ccccc1S(=O)(=O)c1c(C)cc(-c2ccccc2)[nH]c1=O,16,0.56,0.36
CCOC(=O)Cc1cc(-c2ccc(F)cc2)nc2ccc3ccccc3c12,28,7.8,1.6
CCCCCn1nc(-c2ccccc2)c2nc3ccccc3nc21,20,-0.94,0.44
CC(C)(C)c1ccc(C(=O)C=[N+]=[N-])cc1,/,-0.05,-0.63
CN=C1SC(CC(=O)NCCc2ccc(OC)c(OC)c2)C(=O)N1C (stereo not given),?,0.94,0.41
Cc1cc(C)c2c(c1)OC(O)(C(F)F)CC2=O (stereo not given),/,-0.13,-0.41
CCOc1ccc(Nc2cc(C)nc(N3CCOCC3)n2)cc1,/,-0.13,-0.57
O=C(CC1Nc2ccccc2NC1=O)NCCc1ccccc1 (stereo not given),3,0.39,0.32
Cc1cc(NC(=O)C(C)SCC(=O)O)no1 (stereo not given),-25,/,/
COc1cc(C(=O)OCC(=O)N2CCCC2)cc(OC)c1OC,-57,1.5,2.7
CCOc1cc(C2C(C(C)=O)=C(O)C(=O)N2CCc2c[nH]c3ccccc23)ccc1O (stereo not given),-6,/,/
COc1ccc2c(c1)CCc1c(C(=O)Nc3ccc(OC)c(OC)c3)noc1-2,-27,0.33,2.6
CCCn1nnnc1SCC(=O)c1ccc2c(c1)OCCO2,-46,0.06,-0.46
COc1ccc2[nH]c(=O)c(CN(Cc3ccco3)C(c3nnnn3Cc3ccccc3)C(C)C)cc2c1 (stereo not given),16,3.2,2.4
Cc1cccc(C)c1NC(=O)CSc1nnnn1C,43,1.6,1.9
O=C(O)c1ccccc1S(=O)(=O)Cc1ccccc1,16,-0.14,-0.42
CS(=O)(=O)NCCCNc1c(Cl)cccc1[N+](=O)[O-],74*,0.02,-0.62
COc1cccc(CN(CC(=O)NC2CCCC2)C(=O)CCC(=O)Nc2cc(C)on2)c1,-41,0.02,0.03
CC(=O)c1cc(-c2ccccc2)n(CCC(=O)NC2CCC(C)CC2)c1C (stereo not given),0,-1.4,-0.14
CN(c1cccc(Cl)c1)S(=O)(=O)c1cccc(C(=O)NC2=NCCS2)c1,-21,-1.4,-0.34
Cc1ccc(C(=O)NCCc2nc3ccccc3[nH]2)cc1[N+](=O)[O-],25,0.9,1.1
O=C1CSC(c2ccncc2)N1Cc1ccco1 (stereo not given),/,0.18,-0.51
O=c1cc(-c2ccccc2)c2c([nH]1)CCCC2,/,1.9[9.4 µM],1.7
COc1nc(NCCc2ccc(OC)c(OC)c2)nc(NC(C)(C)CO)n1,60,0.67,1
Cc1ccc(C(=O)NCCNc2ccc(Cl)cc2[N+](=O)[O-])o1,/,-0.99,-0.84
O=C1OC(Nc2nc3ccccc3s2)c2ccccc21 (stereo not given),-10,0.3,0.09
CCOc1cc(/C=N/N=C2/NC(=O)C(CC(=O)O)S2)ccc1OS(=O)(=O)c1ccc(C)cc1 (stereo not given),27,/,/
Cc1cc2oc(=O)cc(CN3CCOCC3)c2cc1C,-47,0.36,0.84
CC1CCN(Cc2ccc(-c3nn[nH]n3)cc2)CC1,31,-0.2,-0.72
COC(=O)c1c(C(=O)OC)c(-c2ccccc2)n2c1CS(=O)C2 (stereo not given),-13,1.2,1.5
CCCCOn1c(C)c(C(=O)OCC)c2c3nonc3ccc21,43,/,/
COc1cc(C(=O)Oc2cc(C)[nH]c(=O)c2[N+](=O)[O-])cc(OC)c1OC,41,1.4,-0.18
Cc1ccc2nc3c(cc(C(N)=S)c(=N)n3CCCOC(C)C)c(=O)n2c1,-24,0.68,1.3
Cn1c(=O)c2c(ncn2CC(=O)NC(C)(C)C)n(C)c1=O,/,0.18,-0.68
O=C(Nc1ccc(F)c(F)c1)c1cnc(-c2ccccc2)nc1-c1ccccc1,/,-1.3,0.41
O=C(COC(=O)c1ccc(S(=O)(=O)NCc2ccco2)cc1)Nc1ccc(OC(F)F)cc1,0,-0.32,1.3
Nc1ccc2oc(-c3ccc4nc[nH]c4c3)nc2c1,8,0.47,-0.04
CCn1c(=O)c(C(=O)NCCN2CCCCC2)c(O)c2ccccc21,/,0,-0.03
Cc1nc2sc(C(c3cccs3)N3CCN(c4ccccc4)CC3)c(O)n2n1 (stereo not given),-30,/,/
COc1ccc(N2CCN(CC(=O)Nc3nc4c(s3)CC(C)CC4)CC2)cc1 (stereo not given),/,-1.9,-1.4
Cc1oc(-c2ccc(Cl)cc2)nc1CN1CCCC(C(=O)NCc2cccnc2)C1 (stereo not given),/,-0.05,-0.19
CC12CCC(C(=O)NCc3ccccc3Cl)(C(Br)C1=O)C2(C)C (stereo not given),-10,-1.3,-1.8
COCCOC(=O)C1=C(C)Nc2ncnn2C1c1ccccc1 (stereo not given),/,1.5,1.5
c1ccc2[nH]c(CN3CCOCC3)nc2c1,3,0.27,-0.11
Cc1nn(Cc2ccccc2)c(C)c1NC(=O)CSc1n[nH]c(C)c1[N+](=O)[O-],-13,0.85,1.4
CCn1c(SCC(=O)Nc2nccs2)nnc1-c1ccncc1,-3,0.75,-0.03
O=C(O)c1cc(NC(=S)NC(=O)C(c2ccccc2)c2ccccc2)ccc1Cl,21,/,/
Cc1ccc(NC(=O)C2CCCN(C(=O)c3ccc(Cl)cc3)C2)c(C)c1 (stereo not given),-8,/,/
N#Cc1c(-c2ccccc2)nc(SCC(=O)Nc2ccccc2)[nH]c1=O,53,0.82,0.71
Fc1ccc(-n2cc(-c3ccccc3)c3c(N4CCOCC4)ncnc32)cc1,-93,/,/
Cc1ccc(S(=O)(=O)N2CCCCC2)cc1NC(=O)COC(=O)Cc1cccc2ccccc12,-94,-0.34,-0.1

# (further entries)
SMILES,INS promoter inh,sdo1 growth,sdo1 growth Rescue 24 h
Cc1cc(C)cc(OCC(=O)NNC(=O)c2cc3ccccc3o2)c1,-83,-0.16,0.03
COc1ccc2nc(NC(=O)CSc3nc(C)cc(=O)[nH]3)sc2c1,5,0.07,-0.52
CC(=O)Nc1ccc(S(=O)(=O)NCC2CCC(C(=O)NCCCN3CCCC3=O)CC2)cc1 (stereo not given),0,0.13,-0.03
CCc1ccc(N2C(=O)C(Cl)=C(N3CCOCC3)C2=O)cc1,10,-0.03,-0.59
O=C(COc1ccc(C(=O)Nc2ccc(Cl)cc2)cc1)NCc1ccccc1,10,-0.49,0.44
O=C(NCCn1ccc2ccccc21)c1cccc([N+](=O)[O-])c1,35,/,/
c1ccc2c(NC3CCCC3)nnc(NC3CCCC3)c2c1,11,0.38,0.09
O=C(CCCc1nc2ccccc2s1)Nc1nccs1,/,-0.72,-0.02

# Screens from PubChem.
